Screening results deposited in PubChem BioAssay by several laboratories.
SKKanGAS inh – inhibitors of SKKanGAS S. pyogenes growth in kanamycin (SK-promoter or general growth effect) | BacTiter-Glo, 6 h | inhibition, % at 7.5 µM | 1.3% of 300,000 active;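 active means mean replicate score, as percent of positive control median, at least 50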;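 further: strain carries kanamycin resistance gene driven by streptokinase promoter and grows in 40 µg/ml kanamycin; loss of luminescence reflects streptokinase promoter inhibition or plain growth inhibition; 0% = median of DMSO wells and 100% = positive control at its reference dose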
ANO1 block – mouse TMEM16A channel inhibition, primary screen. Q8BHY3. HEK293 TMEM16A/YFP iodide influx fluorescence, ionomycin. normalized B-score (activity score, 25-100; higher = stronger inhibition) at 10 µM. 1.2% of 310,000 active;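 active means ratio plate-corrected score three or more library SD toward inhibition, starting fluorescence score within five deviations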;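 further: score derived from kinetic fluorescence span divided by baseline fluorescence per well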
TRPC4 PAM – allosteric potentiators of mouse TRPC4 channel; HEK293 TRPC4beta/mu-opioid, DAMGO EC20, Fluo-4 Ca2+ flux; stronger effect = higher value; B-score at 10 µM; 0.42% of 310,000 active; AID 2227;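 active means B-score of calcium response area above 5 SD of library B-scores, with initial fluorescence ratio within 5 SD of library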;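 further: B-score of integrated fluorescence ratio over time as area under calcium response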
TMEM16A act – mouse TMEM16A channel activation, primary screen; B-score at 10 µM; 0.3% of 340,000 active; HEK293 TMEM16A/YFP-H148Q/I152L, iodide quench fluorescence; stronger effect = lower value; Q8BHY3;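 active means fluorescence-ratio B-score plate-corrected deviation score at least 3 library SD below zero, with starting fluorescence score within 5 deviations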;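 further: channel opened by trigger with iodide after compound preincubation; score built on the fluorescence ratio of max minus min over baseline; more negative score means more quench and so TMEM16A activation or potentiation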
MrgX1 agonist – activates human MrgX1 receptor signaling | AID 588627 | Q96LB2 | 0.44% of 310,000 active | MrgX1-HEK293 cells, Fluo-4 calcium fluorescence, agonist mode; stronger effect = higher value | B-score at 10 µM;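 active means calcium response B-score plate-corrected fluorescence ratio at least 3 library SD, with starting fluorescence B-score inside 5 SD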
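times = overnight plating, then 30 min 37 °C plus 30 min room-temperature dye loading | assay system = stable human MrgX1 HEK293 cell line | input = fifteen thousand cells per well | signal = kinetic calcium dye fluorescence, Fluo-4 NW | dosing = compound delivered in addition one of three | read-out = B-scored fluorescence response ratio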
MrgX1 allo act – human MrgX1 positive allosteric modulation, primary screen; Q96LB2; MrgX1-HEK293, Fluo-4 calcium flux, FDSS; stronger effect = higher value; B-score at 10 µM; 0.63% of 310,000 active; AID 588675;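 active means plate-corrected calcium response at least 3 library SD above typical, normal starting fluorescence, not activating the receptor alone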;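 further: compound read alongside a low EC10 to EC30 dose of BAM8-22 agonist; peak minus trough fluorescence over baseline measured at the second addition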
TRPC4 agonist – TRPC4 (mouse) channel activation; AID 2237; HEK293 TRPC4beta/mu-opioid, Fluo4 calcium fluorescence; stronger effect = higher value; Q9QUQ5; 0.49% of 310,000 active; B-score at 10 µM;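 active means B-score above 5 SD of library B-scores, and initial fluorescence ratio not above library mean plus 5 SD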;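 further: positive B-score marks a calcium rise read as TRPC4 activation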
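System – HEK293 cells stably co-expressing mouse TRPC4beta and mu-opioid receptor · Signal – Fluo4 calcium-sensitive dye fluorescence, kinetic, 1 Hz baseline · Benchmarks – buffer (low) and maximal DAMGO (high) · Read-out – B score of integrated fluorescence ratio per well · Incubation – dye loading 45 min room temperature, 110 s kinetic read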
MrgX1 antagonist – antagonists of human MrgX1 receptor | 1.3% of 310,000 active | MRGX1-HEK293 calcium flux, Fluo-4, BAM8-22 antagonism; stronger effect = lower value | Q96LB2 | B-score at 10 µM | AID 588676;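 active means calcium-response B-score plate-corrected more than 3 library SD below zero, starting fluorescence within 5 deviations, no agonist response on first addition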;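 further: peak minus trough fluorescence over baseline after final BAM8-22 challenge near maximal dose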
TRPC4 block – TRPC4 (mouse) channel inhibition | Q9QUQ5 | HEK293 TRPC4beta/mu-opioid, DAMGO-evoked Fluo4 calcium flux; stronger effect = lower value | B-score at 10 µM | 0.39% of 300,000 active | AID 2247;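 active means B-score over 3 SD under the library average, no early fluorescence shift, positive overall ratio signal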
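material = TRPC4beta/mu-opioid receptor HEK293 cell line | probe or stimulus = sequential submaximal and maximal DAMGO stimulation | compound dosing = one concentration per compound | measured by = Fluo4 Ca2+ flux fluorescence | evaluation = integrated fluorescence ratio relative to baseline, converted to per-well B score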
TRPC6 inhibitor – mouse TRPC6 channel inhibition; HEK293-TRPC6, membrane potential dye, ACh-evoked depolarization; stronger effect = lower value; 1.1% of 310,000 active; B-score at 10 µM;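 active means B-score under library mean minus 3 SD, initial fluorescence not abnormally high, positive integrated signal ratio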;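 further: B-score derived from integrated fluorescence ratio over the kinetic read; more negative B-score means stronger inhibition of depolarization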
Target sequence (Q61143 whole entry, looked up): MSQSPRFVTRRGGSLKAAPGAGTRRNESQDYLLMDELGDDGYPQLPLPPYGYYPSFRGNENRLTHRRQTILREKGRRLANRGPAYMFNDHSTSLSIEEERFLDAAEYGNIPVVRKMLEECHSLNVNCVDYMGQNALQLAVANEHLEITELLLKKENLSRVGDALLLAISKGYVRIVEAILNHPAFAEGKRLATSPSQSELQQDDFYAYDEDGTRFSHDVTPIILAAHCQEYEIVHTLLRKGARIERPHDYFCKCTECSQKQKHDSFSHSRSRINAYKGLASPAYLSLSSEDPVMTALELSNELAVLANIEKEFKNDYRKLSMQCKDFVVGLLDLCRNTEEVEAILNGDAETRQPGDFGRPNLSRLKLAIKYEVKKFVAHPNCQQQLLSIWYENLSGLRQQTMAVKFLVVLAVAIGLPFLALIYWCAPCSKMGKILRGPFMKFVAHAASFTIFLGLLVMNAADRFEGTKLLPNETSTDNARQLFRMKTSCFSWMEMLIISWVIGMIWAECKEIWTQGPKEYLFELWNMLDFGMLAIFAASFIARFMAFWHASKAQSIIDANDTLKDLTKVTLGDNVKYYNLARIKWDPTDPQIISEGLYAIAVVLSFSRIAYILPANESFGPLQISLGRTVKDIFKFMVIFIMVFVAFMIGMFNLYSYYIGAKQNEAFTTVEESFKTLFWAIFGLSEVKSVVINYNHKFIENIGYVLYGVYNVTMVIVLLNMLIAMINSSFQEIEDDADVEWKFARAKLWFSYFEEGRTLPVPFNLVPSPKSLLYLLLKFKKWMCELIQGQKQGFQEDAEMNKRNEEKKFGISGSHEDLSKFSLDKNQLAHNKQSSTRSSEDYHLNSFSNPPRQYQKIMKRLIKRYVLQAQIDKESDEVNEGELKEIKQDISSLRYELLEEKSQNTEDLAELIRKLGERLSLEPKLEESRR
TRPC6 activator – mouse TRPC6 channel activation | Q61143 | HEK293-TRPC6 membrane potential dye fluorescence; stronger effect = higher value | B-score at 10 µM | 0.13% of 310,000 active;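 active means B-score of the integrated fluorescence ratio above library mean plus 3 SD, and starting fluorescence ratio within library mean plus 5 SD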;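 further: higher score means more depolarization so channel activation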
An asterisk follows results filed as active; i = inactive; . = no result given.

Compound,SKKanGAS inh,ANO1 block,TRPC4 PAM,TMEM16A act,MrgX1 agonist,MrgX1 allo act,TRPC4 agonist,MrgX1 antagonist,TRPC4 block,TRPC6 inhibitor,TRPC6 activator
O=C(Nc1ccc(F)cc1)Nc1ccc(NC(=O)c2ccccc2O)cc1,-3.9,i,i,i,i,i,i,i,i,i,i
CCOC(=O)Oc1ccc(/C=C2\N=C(C)OC2=O)cc1,1.7,i,i,i,i,i,i,i,i,i,i
CCn1c(CNC(=O)c2ccccc2F)cc2cc(C)ccc21,1.1,i,i,i,i,i,i,i,i,i,i
Cc1ccccc1N(CC(=O)NCc1ccc2c(c1)OCO2)C(=O)C1CSC(=O)C1 (stereo unspecified),0.3,i,i,i,i,i,i,i,i,i,i
CCOC(=O)Cn1nc(C)n(-c2ccc(C(C)C)cc2)c1=O,-9.4,i,i,i,i,i,i,i,i,i,i
COCCN1C=C(C(=O)OC)C(c2ccc3c(c2)OCO3)C(C(=O)OC)=C1,-0.5,i,i,i,i,i,i,i,i,i,i
COc1ccc(-n2c(=S)[nH]c3cc(C(=O)Nc4cccc(C)c4)ccc3c2=O)cc1,2.7,i,i,i,i,i,i,i,i,i,i
Cc1ccc(S(=O)(=O)N2CCN(c3ncccn3)CC2)cc1C,-2.1,i,i,i,i,i,i,i,i,i,i
CCCN(CCC)S(=O)(=O)c1ccc(C(=O)Nc2nnc(COC)o2)cc1,68.7*,i,i,i,i,i,i,i,i,i,i
O=C(NCCCN1CCCC1=O)c1cccs1,2.1,i,i,i,i,i,i,i,i,i,i
CC1=NN(c2ccc(C)c(C)c2)C(=O)C1C(c1cccc(O)c1)C1C(=O)N(c2ccc(C)c(C)c2)N=C1C (stereo unspecified),1.5,i,i,i,i,i,i,i,i,i,i
Cn1c(=O)c2[nH]c(SCc3ccccn3)nc2n(C)c1=S,10.3,i,i,.,i,i,i,i,i,i,i
COC(=O)c1cc(COc2ccc3c(c2)oc(=O)c2ccccc23)c(C)o1,2.8,i,i,i,i,i,i,i,i,i,i
N#Cc1ccc(Oc2nc(C(N)=O)cc(-c3ccccc3)n2)cc1,6.8,i,i,i,i,i,i,i,i,i,i
c1ccc2c(CCNc3ncnc4nc[nH]c34)c[nH]c2c1,0.4,i,i,i,i,7.01*,i,i,i,i,i
Oc1[nH]c2ccccc2c1C1=NCCCCC1,-0.5,i,i,i,i,i,i,i,i,i,i
CCC(=O)Nc1cc(-c2cc3ccccc3oc2=O)ccc1OC,-1.3,i,i,i,i,i,i,i,i,i,i
CCn1cc(CN2CCCC(CNS(=O)(=O)c3cccc4cccnc34)C2)cn1 (stereo unspecified),4.0,i,i,i,i,i,i,i,i,i,i
CCCc1nnc(SCC(=O)Nc2ccc(C(=O)OCC)cc2)o1,0.1,i,i,i,i,i,i,i,i,i,i
COC(=O)CN1C(=O)[C@H]2[C@@H](c3ccc(C)o3)N3C(=O)CN(Cc4ccccc4)C(=O)[C@@]3(C)[C@H]2C1=O,3.7,i,i,i,i,i,i,i,i,i,i
CCN(c1ccccc1)c1cc2ccccc2c(=O)[nH]1,-7.7,i,i,i,i,i,i,i,i,i,i
CC(C)NC(=O)NC(=O)CSc1nnc(COc2ccccc2Cl)o1,-3.1,i,.,i,i,i,.,i,.,.,.
O=C(CSc1nnc(-c2ccc(O)cc2)o1)Nc1cccc(O)c1,1.7,i,i,i,i,i,i,i,i,i,i
Cc1nc(SCc2ccccc2)n[nH]1,3.9,i,i,i,i,i,i,i,i,i,i
c1ccc2c(c1)OCC(c1nn3c(Cn4nnc5ccccc54)nnc3s1)O2 (stereo unspecified),2.0,i,i,i,i,i,i,i,i,i,i
CCCSc1nnc(NC(=O)Nc2ccc(F)cc2)s1,25.0,100*,i,i,i,i,i,-5.65*,i,i,i
CCCN(CCC)CC(C)(C)NS(=O)(=O)c1ccc(Cl)cc1,-14.7,i,i,i,i,i,i,i,i,i,i
COCCN(CC1CCCN(C2Cc3ccccc3C2)C1)C(=O)c1ccc(C(C)=O)cc1 (stereo unspecified),-1.7,i,i,i,i,i,i,i,i,i,i
CCC(C)NC(=O)CN1C(=O)C(CC)Sc2ccccc21 (stereo unspecified),-4.7,i,i,i,i,i,i,i,i,i,i
COc1cnc(-c2ccccn2)nc1N(C)C,-5.1,i,i,i,i,i,i,i,i,-5.21*,i

Further results:
Compound,SKKanGAS inh,ANO1 block,TRPC4 PAM,TMEM16A act,MrgX1 agonist,MrgX1 allo act,TRPC4 agonist,MrgX1 antagonist,TRPC4 block,TRPC6 inhibitor,TRPC6 activator
COc1ccc(NC(=O)c2cccnc2C(=O)O)c(OC)c1,-8.6,i,i,i,i,i,i,i,i,i,i
Cc1ccccc1C(=O)c1cccn1CC(=O)NC(C)c1ccc2c(c1)OCCO2 (stereo unspecified),-3.0,i,i,i,i,i,i,i,i,i,i
O=C(COc1ccc(S(=O)(=O)NC2CCCCC2)cc1)NC1CCCCC1,-2.8,i,i,i,i,i,i,i,i,i,i
O=[N+]([O-])c1ccccc1NCCOc1ccccc1,5.3,i,i,i,i,i,i,i,i,i,i
Cc1ccc(-c2cc(N)nc(-c3ccccc3)c2)cc1,0.2,i,i,i,i,i,i,i,i,i,i
CCCC/S(CC1CC1(Cl)Cl)=N\S(=O)(=O)c1ccc(C)cc1 (stereo unspecified),-4.1,i,i,i,i,i,i,i,i,i,i
CCOc1ccc(CCNC(=O)c2ccc(CS(=O)Cc3ccc(Cl)cc3)o2)cc1OCC (stereo unspecified),-0.2,i,i,i,i,i,i,i,i,i,i
O=C(/C=C/c1cccs1)N1CCN(c2ccccc2F)CC1,-5.1,i,i,i,i,i,i,i,i,i,i
FC(F)(F)c1cc(Oc2ccccc2Cl)nc(-c2ccccn2)n1,-0.9,i,i,i,i,i,i,i,i,i,i
CCC(=O)N1CCN(c2ccc(NC(=S)NC(=O)c3ccc(OC)c([N+](=O)[O-])c3)cc2)CC1,34.8,i,i,i,i,i,i,i,i,i,i
Cc1ccc(-c2nc(=S)c3c(n2CCN2CCOCC2)CC(C)(C)OC3)cc1,-7.3,i,i,i,i,i,i,i,i,i,i
CC(=O)C1=C(C)NC(SCC(=O)c2ccc(Cl)cc2)=C(C#N)C1CC(C)C (stereo unspecified),-5.9,i,i,i,i,i,i,i,i,i,i
Nc1cc(=O)nc(SCC(=O)NCc2ccccc2)n1CCc1ccccc1,1.2,i,i,i,i,i,i,i,i,i,i
COc1ccc(Oc2ccc(/C=N/NC(=O)c3cccnc3)cc2[N+](=O)[O-])cc1,-3.4,i,i,i,i,i,i,i,i,i,i
CC1(C)CC(=O)c2cc(OCC(=O)NCCCN3CCN(c4ccccc4F)CC3)ccc2O1,-5.9,i,i,i,i,i,i,i,i,i,i
Cn1c(CNC(=O)c2ccccc2F)nnc1SCCOc1ccccc1,-7.2,i,i,i,i,i,i,i,i,i,i
Cc1ccc(S(=O)(=O)Nc2ccc(Cl)cc2C(=O)c2ccccc2)cc1,-1.6,25*,i,i,i,i,i,i,i,i,i
COc1ccc(S(=O)(=O)N2CCOC2CNC(=O)C(=O)NCCN(C)C)cc1 (stereo unspecified),1.5,i,i,i,i,i,i,i,i,i,i
COc1ccc(NC(=O)c2ccc(Cl)cc2)c[n+]1[O-],-1.0,i,i,i,i,i,i,i,i,i,i
CCCC(=O)N1c2ccccc2C(=C2SC(C(=O)OC)=C(C(=O)OC)S2)C(=S)C1(C)C,4.9,i,i,i,i,i,i,i,i,i,i
CCOC(=O)C1CCCN(C(=O)CCn2nnnc2CN2CCOCC2)C1 (stereo unspecified),-6.9,i,10*,i,i,i,i,i,i,i,i
OCCNC(=S)c1ccccc1,-4.7,i,i,i,i,i,i,i,i,i,i
O=C(Nc1cccc2c1CCCC2)c1ccco1,8.3,i,i,i,i,i,i,i,i,i,i
COC(=O)c1ccc(N2C(=O)CC(N(C)CCc3ccc(OC)c(OC)c3)C2=O)cc1 (stereo unspecified),-8.4,i,i,i,i,i,i,i,i,i,i
Nc1nonc1-n1nnc(C(=O)N/N=C/c2cccnc2)c1CSC1=NCCS1,0.5,i,i,i,i,i,i,i,i,i,i
COc1ccc(-c2cc(=O)oc3cc(OCc4nn[nH]n4)ccc23)cc1,9.0,i,i,i,i,i,i,i,i,i,i
O=S(=O)(c1ccc(F)cc1)N1CCC(c2nc3ccccc3[nH]2)CC1,5.3,i,i,i,i,i,i,i,i,i,i
Clc1ccccc1CSc1cc2c(nn1)-c1ccccc1CC2,35.7,i,i,i,i,i,i,i,i,i,i
CC(=O)N1CCN(CC(=O)Nc2c(Cl)ccc(C)c2Cl)CC1,2.2,i,i,i,i,i,i,i,i,i,i
COCCNC(=O)Cn1nc(-c2ccccc2OC)ccc1=O,-21.2,i,i,i,i,i,i,i,i,i,i

The list continues:
Compound,SKKanGAS inh,ANO1 block,TRPC4 PAM,TMEM16A act,MrgX1 agonist,MrgX1 allo act,TRPC4 agonist,MrgX1 antagonist,TRPC4 block,TRPC6 inhibitor,TRPC6 activator
O=C1NN(c2cccc(Br)c2)C(=O)/C1=C\c1ccc(N2CCOCC2)cc1,1.9,i,i,i,i,i,i,i,i,i,i
CCCC(=O)NC(c1ccccc1)c1c(O)ccc2ccccc12 (stereo unspecified),-1.3,i,i,i,i,i,i,i,i,i,i
O=C(NCCc1nnc2ccc(NCc3cccnc3)nn12)c1ccccc1F,-2.1,i,i,i,i,i,i,i,i,i,i
O=C(C1CCN(S(=O)(=O)N2CCC3(CC2)OCCO3)CC1)N1CCCCC1,-11.0,i,i,i,i,i,i,i,i,i,i
CC(C)(C)n1nnnc1CN1CCN(C2CCCC2)CC1,-5.4,i,i,i,i,i,i,i,i,i,i
COc1ccc(CNC(=O)CNS(=O)(=O)c2cccc(C#N)c2)cc1OC,6.2,i,i,i,i,i,i,i,i,i,i
